Screening data (PubChem)
MKP-3 inhibition – MKP-3 phosphatase inhibitors, primary screen, biochemical, rat enzyme, in vitro (AID 425); hit rate 0.17% among 110,000; recombinant MKP-3 phosphatase activity, fluorescence; higher % means a stronger effect; one-dose inhibition, % at 20 µM; IC50 in µM for titrated hits; in the data active = inhibition above about 50%;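 also: plate controls were vehicle for no effect and reference inhibitor for full effect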
Hsp70 inhibitors – small molecules displacing fluorescent ligand from Hsp70 – biochemical, fluorescence polarization, primary screen (AID 583) | displacement, % at 20 µM, or IC50 in µM where a hit was titrated | Hsp70 fluorescence polarization probe displacement, mP; higher % means a stronger effect | hit rate 0.06% among 140,000; in the data active = displacement above about 50%;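 also: plate controls were vehicle for no effect and reference ligand for full effect; a part of the inactive calls stands beside numbers as strong as those of hits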
* = called active by the depositor; nt = no result given; & = joins results of further samples. The list is partial. The share of hits here may be higher or lower than overall.

SMILES | MKP-3 inhibition | Hsp70 inhibitors
Cc1cc2nc(-c3ccc(NC(=O)c4cccnc4)cc3)oc2cc1C | -1% | 2.4%
Cc1ccc(-n2ncc3c(NCCCN4CCOCC4)ncnc32)c(C)c1 | -1% | nt
Nc1nc(C23CC4CC(CC(C4)C2)C3)cs1 | nt | 5.5%
Cc1ccc(S(=O)(=O)N(CC(=O)N2CCCC2)C2CCCCC2)cc1 | -4% | 2.1%
Cc1ccc(CN(C(=O)c2csnn2)C(C(=O)NC2CCCC2)c2ccc(C)o2)cc1 (centres undefined) | nt | -4.0%
Clc1ccc(N2COC3c4cccc5cccc(c45)C32)cc1 (centres undefined) | nt | -1.8%
O=C(CSc1nc(-c2ccccc2)c(-c2ccccc2)o1)N1CCOCC1 | -13% | -3.8%
O=C(NCCCn1ccnc1)c1ccco1 | 0% | 4.4%
O=C1NC(=O)N(c2ccccc2)C(=O)/C1=C/c1cccc(Oc2ccccc2)c1 | 1% | -2.3%
COC(=O)C(Cc1cnc(Cl)s1)(C(=O)OC)c1ccc([N+](=O)[O-])cc1 | nt | 7.0%
CCCCC(CCC(=O)Nc1ccccc1C(=O)OCC)C(=O)O (centres undefined) | -1% | -2.3%
CN1CCN(c2ncnc3c2sc2nc(N4CCOCC4)c4c(c23)CCC4)CC1 | 1% | 2.1%
O=C1c2cccc3cccc(c23)C(=O)N1CCN1CCN(S(=O)(=O)c2cccc3cccnc23)CC1 | 0% | 1.6%
CC1=C(C(=O)Nc2ccc(Br)cc2)C(c2cccs2)NC(=S)N1 (centres undefined) | -2% | 4.8%
CCCCOc1ccc(C2CC(=O)NC2=O)cc1 (centres undefined) | -1% | -2.0%
Cc1nc(=O)c(-c2ccccc2)c(C)n1CCCO | 1% | 0.8%
O=S(=O)(c1ccccc1)N1CCCc2ccccc21 | 1% | 0.6%
Nc1nc(N2CCCCC2)nc(N2CCCCC2)n1 | nt | 0.7%
CC1(C)CC(=O)C2=C(C1)OC(N)=C(C#N)C21CCC2(CC1)OCCO2 | -5% | 8.0%
O=C(CCCOc1ccccc1)NCC1CCCO1 (centres undefined) | -3% | -2.3%
O=C(Nc1ccc(N2CCN(C(=O)c3ccco3)CC2)cc1)c1ccccc1F | -9% | -6.6%
Cc1ccc(S(=O)(=O)N2CCCCC2)c(C)c1N1CCc2cn[nH]c21 | 0% | 1.0%
COc1cc(/C=C(\C#N)c2nc3ccccc3[nH]2)ccc1OCC(=O)O | 5% | -0.1%
Cc1nc(-c2cccc(S(=O)(=O)N3CC(C)OC(C)C3)c2)cs1 (centres undefined) | -7% | -1.7%
N#CC1=C(SCC(=O)OCc2ccccc2)NC(=O)CC1c1cccc2ccccc12 (centres undefined) | 0% | 2.7%
CCN(CC)CCN1C(=O)C(=O)/C(=C(/O)c2ccc(OC)c(OC)c2)C1c1ccccn1 (centres undefined) | -1% | -1.9%
CC(C)Oc1ccc(C(=O)Nc2nc3ccccc3s2)cc1 | 3% | 1.5%
O=C(CSCc1ccc(Cl)cc1)N1CCCCC1 | nt | -4.2%
COC(=O)COc1ccc(NC(=O)C2CCCO2)cc1 (centres undefined) | -3% | 0.6%
Cc1nc2ccccc2n1CC(=O)c1ccccc1 | -2% | 0.6%
O=C(Nc1cccc(F)c1)/C(=C\c1cccs1)NC(=O)c1cccs1 | 4% | 1.6%
O=C(O)C1C2CCC(C2)C1C(=O)NCCCn1ccnc1 (centres undefined) | -10% | -0.5%
CNC(=O)CSc1nnc(-c2ccc(S(=O)(=O)N3CCCC3)cc2)n1-c1cccc(C)c1C | 8% | -2.1%
CCc1cccc(NC(=O)CS(=O)Cc2nc(-c3ccc(C)cc3)oc2C)c1 (centres undefined) | -5% | -7.0%
Cc1c(-c2ccccc2)n[nH]c1C(=O)N/N=C/c1cccc([N+](=O)[O-])c1 | -4% | 4.3%
CCc1[nH]nc2c1C1(CCN(C(=O)c3ccccc3)CC1)C(C#N)=C(N)O2 | -6% | 2.3%

Exported with values under each structure: part of the list above
Below each compound: MKP-3 inhibition | Hsp70 inhibitors
> CCN(CC)CCN1C(=O)C(=O)/C(=C(/O)c2ccc(OC)c(OC)c2)C1c1ccccn1 (centres undefined)
→ -1% | -1.9%
> CC(C)Oc1ccc(C(=O)Nc2nc3ccccc3s2)cc1
→ 3% | 1.5%
> O=C(CSCc1ccc(Cl)cc1)N1CCCCC1
→ nt | -4.2%

(more compounds)
SMILES | MKP-3 inhibition | Hsp70 inhibitors
CC(=O)Nc1ccc(NC(=O)c2ccc(Cl)c(Cl)c2)cc1 | -4% | -0.7%
CCCCCOC(=O)CSc1nc2c(c(=O)[nH]c(=O)n2C)n1CCc1ccccc1 | nt | -0.5%
O=C(NCc1ccccc1)C1C(=O)N(Cc2ccccc2)C(=O)C1C1(O)CCCC1 (centres undefined) | -6% | 5.9%
Cc1cccc(NC2=NCC(=O)N2Cc2ccccc2)c1 | -11% | 0.6%
CCn1nc(CC(=O)Nc2ccc(-n3cnnn3)c(OC)c2)c2ccccc2c1=O | nt | -2.7%
COc1ccc(C(CC(=O)NCCCN2CCOCC2)NS(=O)(=O)c2ccc(C)cc2)cc1 (centres undefined) | 7% | -1.4%
c1ccc(Cc2nnc3sc(C4COc5ccccc5O4)nn23)cc1 (centres undefined) | nt | -2.5%
O=C(CN1CCOCC1)Nc1cc(C(F)(F)F)cc(NC(=O)CN2CCOCC2)c1Cl | 1% | 3.1%
COCC(=O)Nc1ccc2ccccc2c1 | 2% | -7.7%
O=c1c2[nH]c3cccc(Cl)c3c2ncn1CCN1CCCCC1 | -1% | 0.2%
O=C(CSC1=NCCN1)C1COc2ccccc2O1 (centres undefined) | -8% | 1.8%
O=C(N/N=C/c1ccc(Br)cc1)C1CC(=O)N(c2ccc(F)cc2)C1 (centres undefined) | 2% | 0.6%
COc1cccc(-n2nnc3c(=O)n(Cc4cccc(F)c4)cnc32)c1 | -7% | 3.0%
CC(C)c1nc2oc3c(N4CCN(C)CC4)ncnc3c2c2c1CCC2 | 2% | -66%
Cc1ccc2nsnc2c1NC(=O)C(c1ccccc1)c1ccccc1 | -4% | -3.3%
COc1ccc(CCNC(=O)C2CC(=O)N(c3ccc(Br)cc3)C2)cc1OC (centres undefined) | 0% | 3.3%
Nn1c(Cc2cccc3ccccc23)nnc1SC1CCOC1=O (centres undefined) | 2% | -4.9%
COc1cc(-c2noc(-c3ccc([N+](=O)[O-])cc3)n2)cc(OC)c1OC | 2% | -2.5%
CN(C)C(=O)c1ccc(CN2CCc3ccccc3C2)cc1 | 0% | 1.0%
O=[n+]1c2c(n([O-])c3c1CCCC3)CCCCC2 | -16% | 0.4%
O=C(NCc1nc2ccccc2[nH]1)c1ccco1 | -6% | -0.4%
CCN1C(c2ccc(F)cc2)=CS/C1=C(\C#N)c1nnc2n1-c1ccccc1SC2 | -8% | -1.7%
CCOC(=O)c1ccc(NCc2nc3ccccc3n2C)cc1 | nt | -1.9%
O=C(Cc1cccs1)Nc1nncs1 | -3% | -3.6%

6 entries already listed, sorted by number of heavy atoms, smallest number first:
SMILES | MKP-3 inhibition | Hsp70 inhibitors
O=C(Cc1cccs1)Nc1nncs1 | -3% | -3.6%
O=C(NCc1nc2ccccc2[nH]1)c1ccco1 | -6% | -0.4%
CN(C)C(=O)c1ccc(CN2CCc3ccccc3C2)cc1 | 0% | 1.0%
Nn1c(Cc2cccc3ccccc23)nnc1SC1CCOC1=O (centres undefined) | 2% | -4.9%
CC(C)c1nc2oc3c(N4CCN(C)CC4)ncnc3c2c2c1CCC2 | 2% | -66%
COc1ccc(CCNC(=O)C2CC(=O)N(c3ccc(Br)cc3)C2)cc1OC (centres undefined) | 0% | 3.3%

Additional entries.
SMILES | MKP-3 inhibition | Hsp70 inhibitors
CCCn1c(SCC(=O)NCCc2ccc(OC)c(OC)c2)nc2c1c(=O)n(C)c(=O)n2C | -3% | -3.4%
Cc1ccc2nc(/N=C(/N)NC(=O)Cc3ccc(Cl)cc3)nc(C)c2c1 | 6% | -7.1%
COc1ccc(CNC(=O)c2ccc(F)cc2)cc1 | 0% | -3.1%
Cc1cc2c(ccc3c2no[n+]3[O-])nn1 | -10% | -0.3%
Cc1cccc(CCNS(=O)(=O)c2ccc3c(c2)oc(=O)n3C)c1 | 5% | 0.6%
COc1cccc(Cn2c(NCc3ccccn3)nc3c2c(=O)n(C)c(=O)n3C)c1 | 2% | 2.9%
COc1ccc(C(=O)N/C(=C\c2ccccc2)C(=O)NCCCN(C)C)cc1 | 5% | 0.2%
Cn1c(=O)n(C)c2cc(NC(=O)CCl)ccc21 | nt | -1.3%
COc1cc(/C=C2/SC(=S)N(c3cccc(Cl)c3)C2=O)cc(OC)c1O | 3% | -0.2%
CCc1ccc(/C=N/N2CCN(Cc3cccc4ccccc34)CC2)cc1 | 3% | -3.6%
O=C(C1CCN(S(=O)(=O)N2CCC3(CC2)OCCO3)CC1)N1CCC(Cc2ccccc2)CC1 | -4% | 4.2%
Cc1ccc(Oc2nc(-c3ccncc3)nc3ccccc23)cc1 | -1% | 0.6%
CCc1cc2cc(C)ccc2nc1SCC(=O)Nc1cc(C)on1 | nt | 0.5%
COc1cccc(C(c2nnnn2Cc2ccccc2)N2CCN(C3CCCC3)CC2)c1OC (centres undefined) | -12% | -1.0%
CCOc1ccccc1NC(=O)CSc1nccn1-c1ccccc1 | -12% | -0.4%
O=C1CSC(c2cccc(F)c2)N1c1ccccc1F (centres undefined) | 0% | 0.7%
Cc1ccc(-c2nc3ccc(NS(=O)(=O)c4ccccc4)cc3[nH]2)o1 | nt | -1.6%
CCN(CC)/C(=N/O)NC(=O)NS(=O)(=O)c1ccc(C)cc1 | -11% | 1.2%
CCc1c(O)nc(SCC(=O)N2CCOCC2)n(-c2ccccc2)c1=O | -4%&0% | -2.6%&-9.0%
O=C(c1ccccc1F)N(Cc1ccc2c(c1)OCO2)Cc1cc2cc3c(cc2n2nnnc12)OCO3 | nt | -7.0%
CCOc1ccc(-c2cc(C(=O)O)c3ccccc3n2)cc1 | nt | 1.3%
Cc1cccc2c(=O)cc(C)n(CC(=O)N3CCOCC3)c12 | -4% | -4.2%
CCOC(=O)c1cccc(NC(=O)Cn2cc3c(n2)CCC(C)C3)c1 (centres undefined) | 6% | 7.1%
Cc1c(C(N)=O)sc(N)c1C(=O)OC(C)C | -2%&-2% | -0.7%&-0.4%

Fetched by structure from the entries so far:
SMILES | MKP-3 inhibition | Hsp70 inhibitors
Cc1ccc(-c2nc3ccc(NS(=O)(=O)c4ccccc4)cc3[nH]2)o1 | nt | -1.6%
CCOC(=O)c1cccc(NC(=O)Cn2cc3c(n2)CCC(C)C3)c1 (centres undefined) | 6% | 7.1%
Cc1c(C(N)=O)sc(N)c1C(=O)OC(C)C | -2%&-2% | -0.7%&-0.4%
O=C(c1ccccc1F)N(Cc1ccc2c(c1)OCO2)Cc1cc2cc3c(cc2n2nnnc12)OCO3 | nt | -7.0%

Whole records, looked up by structure:
COc1cccc(C(c2nnnn2Cc2ccccc2)N2CCN(C3CCCC3)CC2)c1OC (centres undefined) across the screens: MKP-3 inhibition = -12%; Hsp70 inhibitors = -1.0%
O=C1CSC(c2cccc(F)c2)N1c1ccccc1F (centres undefined) across the screens: MKP-3 inhibition = 0%; Hsp70 inhibitors = 0.7%

Next entries.
SMILES | MKP-3 inhibition | Hsp70 inhibitors
C/C(O)=C(\C#N)c1nnc2n1CCCCC2 | -8% | -2.5%
CCCn1c2c(c(O)c(C(=O)Nc3ncccc3C)c1=O)CCCC2 | 6% | 7.9%
CCOC(=O)c1cc2n(c1C)-c1ccccc1C2=O | -8% | 8.6%
O=c1cccc(-c2ccccc2)[nH]1 | 3% | 3.1%
CS(=O)(=O)N(Cc1ccccc1)c1ccc(C(=O)NCC2CCCO2)cc1 (centres undefined) | nt | -0.3%
CCCC1(C(=O)OCC)NC(c2ccc(N(C)C)cc2)C2C(=O)N(c3ccc(OCC)cc3)C(=O)C21 (centres undefined) | -14% | 5.7%
COC(=O)C1C(c2ccccc2)C(C(=O)OCc2ccco2)C1c1ccccc1 (centres undefined) | nt | 9.0%
Cc1ccc2c(c1)N(CC(=O)N(Cc1ccccn1)Cc1ccco1)C(=O)C(C(C)C)O2 (centres undefined) | nt | -1.8%
Cc1cc(=O)[nH]c(SCn2nnc3ccccc3c2=O)n1 | 8% | 4.1%
CCS(=O)(=O)N1CCC(C(=O)N2CCOCC2)CC1 | -3% | 1.2%
CC(C)CC(=O)Nc1ccccc1-c1nnn(CC(=O)N2CCc3ccccc3C2)n1 | nt | -2.0%
O=C(CN1CCN(c2ccccn2)CC1)Nc1ccc(Cl)c(C(F)(F)F)c1 | -3% | 3.6%
Cc1ccc(N2C(=O)CC(NC3CCCC(C)C3C)C2=O)cc1 (centres undefined) | 2% | 0.2%
O=c1[nH]c2ccccc2n1Cc1ccc(F)cc1 | -7% | -3.4%
